# High-throughput results from PubChem.
# GFP derepression: epigenetic modulators derepressing GFP locus in mouse cells | mouse C127i GFP locus derepression, cytometry, 30 h | Potency, µM (doses to about 46.1 µM), without a hit: top-dose GFP derepression (activation) | hit rate 0.09% among 68,000 | AID 597; note: % of control where 0% means no effect
#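 Murine C127i mammary cells carrying a silenced, stably integrated CMV-driven GFP reporter were treated with compound for 30 hours at 37 C. After PBS washes, GFP-positive cells were counted by laser-scanning microplate cytometry.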
# UbGFP stabilizer: proteasome inhibitors stabilizing ubiquitin-GFP reporter. Ubiquitin-GFP reporter cells, proteasome inhibition, GFP fluorescence; response scale: untreated = 0%, 10 µM MG-132 = 100%. Potency, µM (series often up to 45.9 µM), inactives show at the top dose activation (GFP accumulation), usual class: activators. 67,000 tested, under 10 active; active = well fitted activation curve with a large enough effect, not every such curve was filed as active; inconclusive = small, poorly fitted or top-dose-only effect, or another doubt; inactive = no such curve, though single readings can be large or run the other way; note: potency is the fitted concentration of half-maximal effect
#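 Proteasome blockade was scored as a rise in GFP-expressing U2OS cells carrying a ubiquitin(G76V)-GFP construct, imaged after 4 hr compound treatment at 37 °C across a 46 uM–2.9 nM series.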
# 15-hLO inh: blocks human 15-lipoxygenase activity; hit rate 1.4% among 74,000; P16050; purified 15hLO-1, xylenol orange hydroperoxide absorbance; Potency, µM (highest dose often 57.1 µM), inactives show at the top dose activity change, negative = inhibition, hits mostly inhibitors; note: potency is the fitted concentration of half-maximal effect; % is set by controls: 0 for no effect and ±100 for the full control effect; nearly all actives have a fitted effect of over 55% in size
# Target sequence (P16050 whole entry, looked up): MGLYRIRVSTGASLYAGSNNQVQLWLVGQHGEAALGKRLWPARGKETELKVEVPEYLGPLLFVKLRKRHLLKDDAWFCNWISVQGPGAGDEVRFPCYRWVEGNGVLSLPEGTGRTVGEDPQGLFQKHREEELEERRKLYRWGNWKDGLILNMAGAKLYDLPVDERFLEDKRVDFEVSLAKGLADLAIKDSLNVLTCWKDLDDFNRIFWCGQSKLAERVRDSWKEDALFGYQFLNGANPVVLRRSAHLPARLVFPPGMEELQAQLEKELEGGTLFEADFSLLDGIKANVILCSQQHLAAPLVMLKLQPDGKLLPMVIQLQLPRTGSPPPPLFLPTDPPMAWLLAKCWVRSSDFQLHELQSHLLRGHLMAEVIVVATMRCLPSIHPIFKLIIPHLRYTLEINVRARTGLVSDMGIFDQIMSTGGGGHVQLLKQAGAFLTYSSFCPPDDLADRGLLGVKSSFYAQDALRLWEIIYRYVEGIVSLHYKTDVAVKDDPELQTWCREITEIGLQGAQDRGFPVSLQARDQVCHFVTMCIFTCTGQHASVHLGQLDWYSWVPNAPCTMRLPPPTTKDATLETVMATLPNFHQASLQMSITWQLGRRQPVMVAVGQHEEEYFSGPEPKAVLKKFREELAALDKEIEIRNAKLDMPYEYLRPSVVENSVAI
#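 Quantitative HTS in 25 mM Hepes pH 7.5 containing 0.01% Triton X-100: human 15hLO-1 at 40 nM, arachidonic acid at 50 uM, 6 min turnover. Product quantified via ferrous oxidation/xylenol orange, 573:405 nm absorbance ratio.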
# CRE Fsk mod: modulators of forskolin-stimulated CRE signaling in CHO cells; CHO CRE-bla reporter (cAMP response element driving beta-lactamase), forskolin EC10, beta-lactamase ratio; Potency, µM (highest dose often 38.2 µM), for inactives: at the highest dose activity change, negative = inhibition, hits mostly activators; hit rate 2.5% among 71,000; active = well fitted activation curve with a large enough effect in the signal ratio, with a control signal flat, not every such curve was filed as active; inconclusive = small, poorly fitted or top-dose-only effect, or effect the other way, or a change in a side signal; the % refers to the signal ratio; note: potency is the fitted concentration of half-maximal effect; % of control where 0% means no effect
#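 qHTS titration format; CRE-bla CHO reporter; stimulus EC10 NKH 477, a water-soluble forskolin. Read: CCF4 460/530 nm ratio. Potency expressed as AC50 for activators or inhibitors.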
# HBB splice mod: modulators of hemoglobin beta chain splicing. Potency, µM (series often up to 46.1 µM), inactives show at the top dose activation, most hits filed as activators. AID 925. HBB splicing reporter cell assay, activation; EGFP reporter with mutant IVS2-654 intron; response scale: normalised to 500 nM splice-correcting PNA. hit rate 0.06% among 65,000; note: potency is the fitted concentration of half-maximal effect; 0% is about no effect
#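 HeLa cells stably expressing EGFP interrupted by mutant beta-globin intron 2 (IVS2-654), 500/well in 2% FCS. Treated with compound for 2 days at 37C. Splicing correction scored as total well GFP intensity (488 nm excitation, 500-520 nm emission); 500 nM antisense PNA served as control.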
# Hsp90 Hop PPI: changes Hsp90-Hop TPR2A binding signal, up or down. Potency, µM (series often up to 57 µM), for inactives: at the highest dose activity change, negative = inhibition. AlphaScreen TPR2A-His6 binding biotin-Hsp90 C-terminal peptide. AID 595. hit rate 0.44% among 71,000; active = well fitted curve in either direction with a large enough effect; inconclusive = small, poorly fitted or top-dose-only effect, or another doubt; note: potency is the fitted concentration of half-maximal effect; % is set by controls: 0 for no effect and ±100 for the full control effect; many of its hits are not listed in these tables
# BRCT inh red: disrupts BRCA1 BRCT binding to phosphoprotein, red fluorophore readout; Potency, µM (titrated, usually from 76.9 µM), without a hit: at the top dose activity change, negative = inhibition, usual class: inhibitors; AID 892; BRCT-phosphopeptide binding, red fluorescence polarization; hit rate 0.03% among 75,000; note: % is set by controls: 0 for no effect and ±100 for the full control effect
#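 Rhodamine-labelled pBACH1 10-mer (100 nM) bound to BRCT domain (100 nM) at pH 7.3; compounds incubated 12 min room temperature, polarization read. Free peptide defines full inhibition; unlabelled decapeptide titrated as control.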
# BRCT inh green: inhibitors of human BRCA1 BRCT-phosphoprotein interaction (green fluorophore); P38398; BRCA1 BRCT-phosphopeptide binding, green fluorescence polarization; Potency, µM (highest dose often 76.9 µM), inactives show top-dose activity change, negative = inhibition, actives largely listed as inhibitors; hit rate 0.05% among 75,000; AID 875;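 note: potency is the fitted concentration of half-maximal effect; plate controls were peptide without protein for full effect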
#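 Fluorescence polarization: His-tagged BRCT (~35 kDa BRCA1 C-terminus, 250 nM) bound to 100 nM fluorescein-labeled phosphorylated 10-aa BACH1 peptide, pH 7.3 phosphate buffer with DTT and Tween 20. Compounds incubated 12 min at room temperature; inhibition read as lowered polarization.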
# DNA Pol III inh: inhibitors of bacterial DNA polymerase III holoenzyme; hit rate 0.25% among 71,000; reconstituted DNA polymerase III holoenzyme replication, biochemical; AID 603; Potency, µM (top dose mostly 57.1 µM), for the others: at the top dose activity change, negative = inhibition; note: potency is the fitted concentration of half-maximal effect; % is set by controls: 0 for no effect and ±100 for the full control effect
#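 Reconstituted *E. coli* holoenzyme (0.35 nM Pol III, 1 nM beta, 154 nM SSB, 2 nM primase) was preincubated with compound for 15 min at RT. Synthesis on 1.4 nM ssM13Gori ran 35 min, then was stopped with PicoGreen/EDTA and read as dsDNA fluorescence.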
# USP2a inhib: blocks human ubiquitin-specific protease USP2a | O75604 | USP2a enzymatic assay, qHTS inhibition | Potency, µM (highest dose often 38.3 µM), without a hit: top-dose activity change, negative = inhibition, usual class: inhibitors | hit rate 0.1% among 60,000;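 note: potency is the fitted concentration of half-maximal effect; nearly all actives have a fitted effect of over 60% in size; plate controls were DMSO for no effect and NEM full inhibition control for full effect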
#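 USP2 core (20 nM final) was preincubated with compound for 30 min at RT in 20 mM Tris-HCl pH 8.0, 2 mM CaCl2, 2 mM beta-mercaptoethanol; Ub-PLA2 (20 nM) plus NBD C6-HPC (20 uM) then added, fluorescence read after 2.5 h.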
# HADH2 inhib: HADH2 (human) dehydrogenase inhibition; Q99714; recombinant HADH2, NADH fluorescence, beta-hydroxybutyryl-CoA; Potency, µM (titrated, usually from 57.1 µM), inactives show top-dose activity change, negative = inhibition, hits mostly inhibitors; hit rate 3.4% among 73,000; note: potency is the fitted concentration of half-maximal effect; % is set by controls: 0 for no effect and ±100 for the full control effect; nearly all actives have a fitted effect of over 60% in size; many of its hits are not listed in these tables
# Target sequence (Q99714 whole entry, looked up, one chain of several): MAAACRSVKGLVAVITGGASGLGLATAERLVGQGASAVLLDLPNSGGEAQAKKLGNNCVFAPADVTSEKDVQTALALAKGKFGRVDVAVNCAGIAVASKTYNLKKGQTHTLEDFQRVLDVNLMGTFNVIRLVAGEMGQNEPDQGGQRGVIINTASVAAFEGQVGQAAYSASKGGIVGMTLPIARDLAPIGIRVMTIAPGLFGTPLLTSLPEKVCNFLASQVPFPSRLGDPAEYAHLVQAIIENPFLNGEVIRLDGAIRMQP
#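 NADH fluorescence (ex 360/em 450 nm) read every 30 s for 4 min; activity taken as last-minus-first time point difference. Enzyme 20 nM, NAD+ 1 mM, beta-hydroxybutyryl-CoA 90 uM, pH 9.0 Tris buffer.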
# An asterisk follows results filed as active; ? = inconclusive; . = no result given; [ ] = another dose, or the depositor's remark. Unless noted, calls come from the whole dose curve; as a rule, active = well fitted curve in the direction sought with a large enough effect; inconclusive = small, poorly fitted or top-dose-only effect, or another doubt; inactive = no such curve, though single readings can be large; an effect the other way counts as inactive or inconclusive.
SMILES,GFP derepression,UbGFP stabilizer,15-hLO inh,CRE Fsk mod,HBB splice mod,Hsp90 Hop PPI,BRCT inh red,BRCT inh green,DNA Pol III inh,USP2a inhib,HADH2 inhib
COc1ccc(NC(=O)N2CC3(CCN(C(=O)c4cc(C(F)(F)F)cc(C(F)(F)F)c4)CC3)C2)cc1,-2.3%[9.22 µM],-3.3%,-13.1%,-10.5%,4.0%,-4.3%,-1.4%,-2.6%,-3.2%,73.5%[activator],-3.2%
O=C(C1CCCCC1)N1CCN(c2ccccc2F)CC1,1.6%,-6.1%,-6.1%,?,-0.5%,2.1%,2.2%,-0.2%,3.8%,9.3%,-1.1%
CCOc1ccc2nc(NC(=O)Nc3cccs3)sc2c1,.,11.4%,?,?,0.5%,-2.6%[2.3 µM],0.0%,-1.4%,-6.5%,.,-24.6%
CC(Oc1ccc2oc(-c3ccccc3)c(C(=O)O)c2c1)C(=O)O (configuration not stated),2.5%,6.0%,12.0%,-4.2%,-5.5%,1.7%,0.7%,2.7%,-6.7%,-0.1%,?
O=C(NC1CCC(C(=O)O)CC1)OCc1ccccc1 (configuration not stated),-5.2%,0.0%,9.7%,19.0%,3.1%,-2.8%,0.9%,-6.4%,2.6%,-4.0%,7.0%
CCOC(=O)c1c(NC(=O)c2nn(CC)cc2Br)sc2c1CCCCC2,4.3%,4.8%,?,14.7%,0.4%,0.4%,-0.2%,-2.0%,-7.3%,17.1%,31.6µM*
CCOC(=O)c1cccc(NC(=O)c2cc3sccc3n2C)c1,2.8%,-1.8%,-27.7%,?,-0.2%[57.5 µM],4.5%,-1.9%,-1.4%,3.2%,5.8%,57.0%[activator]
Cc1nnc(Nc2ccc(C(=O)N3CCOCC3)cc2)c2ccccc12,0.0%,-6.7%,-6.9%,5.5%,-0.4%,-4.5%,-2.4%,-0.6%,-8.3%,-11.2%,0.3%
CC(=O)Cc1nsc(Nc2ccc3c(c2)OCCO3)n1,-1.9%,-3.0%,4.6%,7.8%,.,-2.1%,0.3%,0.2%,-1.6%,-8.5%,-7.1%
CCOC(=O)Cc1csc(NC(=O)CSc2nnc(C3CC3)n2C)n1,0.0%,-4.3%,3.5%,0.0%,-3.5%,0.1%,-0.5%,0.5%,1.0%,-6.6%,?
COC(=O)c1cc(NC(=O)CN(c2ccc3c(c2)OCO3)S(C)(=O)=O)ccc1Cl,-3.3%,0.0%,-6.9%,?,-1.7%,-3.0%,-0.4%,0.1%,0.4%,22.0%,3.2%
CC12CCC(C(=O)NCc3ccc4c(c3)OCO4)(CC1=O)C2(C)C (configuration not stated),0.0%,-5.6%,-4.8%,-8.3%,-0.7%,?,1.4%,-3.9%,1.1%,9.0%,1.7%
C=CCn1c(=O)c2ccccc2n2c(SCC(=O)NCCc3ccccc3)nnc12,-1.9%,3.0%,6.1%,15.3%,-0.3%[57.5 µM],-4.6%,-1.5%,-1.6%,-10.1%,-6.1%,8.9%
C=CCn1c(Oc2cc(C)ccc2C)nc2c1c(=O)n(C)c(=O)n2C,-0.1%,0.0%,-27.8%,19.4%,0.6%,-0.7%,0.2%,-0.5%,-1.7%,7.8%,4.7%
O=C1CC(SCc2nc3ccccc3[nH]2)C(=O)N1c1cccc(F)c1 (configuration not stated),?,5.6%,3.2%,-11.1%,-0.7%,-5.9%,1.0%,-0.9%,-1.5%,24.7%,?
COC(=O)CC[C@@H](C)[C@H]1CC[C@H]2[C@H]3CC[C@H]4C[C@@H]5CC[C@@]4(C)C3(O5)[C@@H](Br)[C@@H](Br)[C@@]12C,-1.0%[9.22 µM],3.2%[9.17 µM],9.2%[11.4 µM],10.0%[7.6 µM],-1.6%[9.22 µM],3.7%[11 µM],0.1%[15.4 µM],-2.1%[15.4 µM],21.9%[11.4 µM],.,-1.2%[11.4 µM]
COc1ccc(OCC(O)Cn2c(Nc3ccccc3)nc3c2c(=O)n(C)c(=O)n3C)cc1 (configuration not stated),0.0%,-3.0%,0.1%,-4.0%,.,-1.6%,-3.4%,-0.8%,-2.9%,0.4%,-0.5%
CC(=O)Nc1ccc(N/C=C/C(=O)c2ccc(C)o2)cc1,2.1%,1.3%,-2.9%,-0.2%,0.2%,-3.1%,0.9%,1.1%,-4.6%,0.7%,0.6%
CCOCCSC1=C(C#N)C(c2cccs2)C(C(C)=O)=C(C)N1 (configuration not stated),2.3%,8.2%,-2.3%,15.2%,1.4%,1.3%,0.1%,0.9%,-1.4%,2.8%,3.2%
COc1ccc(OC)c(C(=O)CSc2nc3ncccc3[nH]2)c1,4.3%,-0.9%,4.3%,20.9%,1.6%[57.5 µM],-4.3%,-0.1%,0.4%,-0.3%,7.2%,-3.8%
Cc1cc(C)nc(-n2nc(C)cc2NC(=O)c2cc3ccccc3oc2=O)n1,0.6%,-9.9%,-7.9%,12.8%,2.7%[57.5 µM],0.4%,-3.5%,5.8%,-6.1%,-2.1%,5.6%
O=C(Nc1ccc(F)cc1F)c1cc2n(n1)C(C(F)(F)F)C1CCCCC1N2 (configuration not stated),-4.3%,-2.5%,-3.1%,-5.7%,-0.5%,-2.1%,0.7%,2.3%,2.4%,-11.8%,6.1%
CC(=O)Nc1ccc(OCC(O)CN2CCN(c3cc(Cl)ccc3C)CC2)cc1 (configuration not stated),-0.3%,6.5%,-2.3%,?,-0.5%,-3.5%,-1.0%,-1.1%,-4.9%,44.5%[activator],-1.3%
Cc1ccc(C)c(NC(=O)CN(C)S(=O)(=O)c2ccc(F)cc2)c1,-2.4%,-2.3%,-28.9%,-12.2%,-0.3%[57.5 µM],-2.2%,1.5%,0.0%,-5.5%,-1.4%,9.6%
Cc1[nH]c(=O)[nH]c(=O)c1S(=O)(=O)N1CCCC(C(=O)NCc2ccco2)C1 (configuration not stated),2.2%,-2.8%,3.7%,-1.2%,-0.5%,-11.1%,-2.8%,-1.8%,-3.3%,-4.0%,-0.3%
COc1cc(C)c2occ(/C(C)=N\O)c2c1,1.9%,-13.3%,-3.5%,?,-0.9%[9.22 µM],-1.4%,-1.9%,0.0%,-3.2%,1.6%,8.8%
CCCCc1ccc(S(=O)(=O)Nc2cc(C)on2)cc1,0.0%,-7.6%,3.2%,-1.2%,-1.6%,2.7%,0.7%,-4.8%,-10.6%,1.8%,7.2%

# Structural class: the entries above with fluorine
SMILES,GFP derepression,UbGFP stabilizer,15-hLO inh,CRE Fsk mod,HBB splice mod,Hsp90 Hop PPI,BRCT inh red,BRCT inh green,DNA Pol III inh,USP2a inhib,HADH2 inhib
COc1ccc(NC(=O)N2CC3(CCN(C(=O)c4cc(C(F)(F)F)cc(C(F)(F)F)c4)CC3)C2)cc1,-2.3%[9.22 µM],-3.3%,-13.1%,-10.5%,4.0%,-4.3%,-1.4%,-2.6%,-3.2%,73.5%[activator],-3.2%
O=C(C1CCCCC1)N1CCN(c2ccccc2F)CC1,1.6%,-6.1%,-6.1%,?,-0.5%,2.1%,2.2%,-0.2%,3.8%,9.3%,-1.1%
O=C1CC(SCc2nc3ccccc3[nH]2)C(=O)N1c1cccc(F)c1 (configuration not stated),?,5.6%,3.2%,-11.1%,-0.7%,-5.9%,1.0%,-0.9%,-1.5%,24.7%,?
O=C(Nc1ccc(F)cc1F)c1cc2n(n1)C(C(F)(F)F)C1CCCCC1N2 (configuration not stated),-4.3%,-2.5%,-3.1%,-5.7%,-0.5%,-2.1%,0.7%,2.3%,2.4%,-11.8%,6.1%
Cc1ccc(C)c(NC(=O)CN(C)S(=O)(=O)c2ccc(F)cc2)c1,-2.4%,-2.3%,-28.9%,-12.2%,-0.3%[57.5 µM],-2.2%,1.5%,0.0%,-5.5%,-1.4%,9.6%

# A portion of the library; rates above refer to the full screens.
